Screening results: PubChem BioAssay, several laboratories
GPR55 activation: GPR55 agonists via beta-arrestin recruitment, primary screen, imaging, U2OS cells, beta-arrestin-GFP redistribution (AID 1961). U2OS GPR55 beta-arrestin-GFP redistribution imaging; higher % means a stronger effect. activation, % at 10 µM, or EC50 in µM where a hit was titrated. 290,000 tested, 0.048% active;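 active means activation above 40% with more than 50 cells counted in the well; inconclusive means wells holding fewer than 50 cells, flagged as toxic or sparse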;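 further: U2OS osteosarcoma cells stably expressing GPR55 and beta-arrestin-GFP; plate controls were DMSO negative control for no effect and LPI positive control for full effect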
GPR55 LPI antagonism: GPR55 antagonists blocking LPI-driven arrestin recruitment, primary screen, imaging, U2OS, beta-arrestin-GFP, LPI agonist (AID 2013); U2OS GPR55 beta-arrestin-GFP translocation imaging, LPI antagonism; higher % means a stronger effect; inhibition, % at 10 µM; hits with a dose series show IC50 in µM; 290,000 tested, 0.13% active;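 active means spots per cell inhibited over 60%, with over 100 cells counted and total cytoplasm intensity under 500,000; inconclusive means wells with under 100 cells, flagged as likely toxic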;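 further: U2OS cells stably carrying GPR55 and arrestin-GFP stimulated by 5 µM LPI near EC80; imaged beta-arrestin-GFP aggregate spots per cell after agonist stimulation; plate controls were LPI-stimulated DMSO wells for no effect and DMSO wells without LPI for full effect; some results filed as inactive read as strong as hits; confirmed hits need IC50 under 10 µM and bright autofluorescent wells are also inconclusive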
KOR beta-arrestin-1: KOR agonists, beta-arrestin recruitment, primary screen, cell-based, luminescence, uHTS (AID 1777). KOR beta-arrestin recruitment, luminescence; higher % means a stronger effect. one-dose activation, % at 10 µM; EC50 in µM for titrated hits. 280,000 tested, 0.02% active; in the data active means activation above about 50%, passing the limit was not always enough; further: a part of the inactive calls stands beside numbers as strong as those of hits
PhoP inhibition: inhibitors of PhoP regulon expression, primary screen, Salmonella Typhimurium, GFP reporter (AID 1863); S. Typhimurium PhoP-regulated promoter GFP reporter, 4 h; higher % means a stronger effect; inhibition, % at 50 µM, or IC50 in µM where a hit was titrated; 300,000 tested, 0.16% active;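 active means inhibition over 29.93%, a cutoff 3 SD above the screen mean, later confirmed by dose response; inconclusive means inhibition over 29.93% but no dose response follow-up; inactive means inhibition at most 29.93% or unconfirmed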;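 further: 0% = low Mg2+ inducing control and 100% = high Mg2+ repressing control; strong numbers were not always called active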
NTR1 agonist: agonists of NTR1, primary screen, imaging, U2OS cells, beta-arrestin-GFP, high content (AID 493036). NTR1-U2OS beta-arrestin-GFP spot imaging, agonist mode. activation, % at 20 µM. 330,000 tested, 0.17% active. P30989;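 active means activation at or above 40% of the spot to cytoplasm intensity ratio, with at least 20 cells analyzed; inconclusive means wells under 20 cells, flagged as cytotoxic or low count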;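 further: 0% = DMSO without peptide and 100% = 100 nM NTR1 peptide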
Target sequence (P30989 whole entry, looked up): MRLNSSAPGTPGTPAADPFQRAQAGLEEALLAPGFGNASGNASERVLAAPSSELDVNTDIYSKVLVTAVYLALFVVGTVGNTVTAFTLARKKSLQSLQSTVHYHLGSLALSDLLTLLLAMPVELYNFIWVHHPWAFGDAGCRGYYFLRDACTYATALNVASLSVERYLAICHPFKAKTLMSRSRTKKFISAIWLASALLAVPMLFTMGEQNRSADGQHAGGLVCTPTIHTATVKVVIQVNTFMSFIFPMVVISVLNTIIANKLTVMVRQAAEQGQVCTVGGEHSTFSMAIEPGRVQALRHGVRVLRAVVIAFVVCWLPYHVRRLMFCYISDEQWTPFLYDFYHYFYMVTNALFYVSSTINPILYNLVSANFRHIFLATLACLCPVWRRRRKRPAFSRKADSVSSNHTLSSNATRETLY
KOR beta-arrestin-2: kappa opioid receptor blockers – cell-based, luminescence, uHTS (AID 1778). KOR beta-arrestin recruitment, luminescence, antagonist mode; higher % means a stronger effect. inhibition, % at 10 µM, or IC50 in µM where a hit was titrated. 290,000 tested, 0.091% active; in the data active means inhibition above about 50%; further: strong numbers were not always called active
GPR35 arrestin U2OS: GPR35 antagonists blocking zaprinast-driven arrestin recruitment, primary screen, imaging, U2OS, beta-arrestin-GFP, zaprinast agonist (AID 2058). inhibition, % at 10 µM; hits with a dose series show IC50 in µM. 290,000 tested, 0.052% active. U2OS GPR35 beta-arrestin-GFP translocation imaging, zaprinast antagonism; higher % means a stronger effect;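 active means inhibition of at least 50% with at least 30 cells and total cytoplasm GFP at most 10,000,000; inconclusive means under 30 cells or total GFP of 10,000,000 plus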
T cell modulator: T cell immune modulators affecting CD8 T cell-vesicle binding; 2C CD8+ T cell-vesicle binding, flow cytometry; active compounds read low; calls only at 7 µM; 330,000 tested, 0.068% active; AID 2052;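 active means response, share of CD8 T cells binding vesicles, and their 90th percentile fluorescence all below set limits, cut at about 80% in these data, passing the limit was not always enough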
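Assay system: 2C TCR transgenic mouse naive CD8+ T cells, MACS-purified | Read-out: CD8+ gate FL2 mean fluorescence as % of same-row positive control | Signal: High-throughput flow cytometry with anti-B7-1 and anti-CD8 staining | Timing: Binding step 1.5 h, 37 °C, antibody labelling 20 min, ice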
West Nile virus CPE: inhibition of WNV-induced cytopathic effect – cell-based, CPE readout (AID 1621); West Nile virus-infected cells, CPE inhibition; higher % means a stronger effect; one-dose CPE inhibition, % at 10 µM; IC50 in µM for titrated hits; 290,000 tested, 0.02% active; in the data active means a potency from the dose series; inconclusive means CPE inhibition mostly from about 3.7% at the one dose, without a potency; inactive means the rest, 99 in 100 with CPE inhibition below about 2.2%; further: strong numbers were not always called active
T cell modulator vesicle-bound %: also measured in T cell modulator; calls as there; double positive events, %; measured here: CD8+ vesicle-bound cell fraction;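 binding gate set so that unloaded-vesicle control wells show 10% double positive cells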
NTR1 agonist cell count 20 µM: also measured in NTR1 agonist; calls as there; cell count; measured here: cell count, cytotoxicity flag
* hit, by the source's call; i = inactive; ? = inconclusive; . = not tested or not shown; [ ] = remark or other dose.

SMILES	GPR55 activation	GPR55 LPI antagonism	KOR beta-arrestin-1	PhoP inhibition	NTR1 agonist	NTR1 agonist cell count 20 µM	KOR beta-arrestin-2	GPR35 arrestin U2OS	T cell modulator	T cell modulator vesicle-bound %	West Nile virus CPE
CCN(CCCNC(=O)CCn1c(=O)[nH]c2ccsc2c1=O)c1ccccc1	-0.8%	4%	-3.6%	-2%	2.3	65	15%	2%	i	52	-0.5%
CCN(CC)C(=O)c1ccc(N)cc1	0.2%	6%	-2.0%	-10%	-1.2	43	-20%	-5%	i	22	0.1%
O=C(NCCCN1CCOCC1)c1ccc(S(=O)(=O)N2CCOCC2)cc1	-0.1%	1%	1.7%	8%	0.0	56	-13%	-1%	i	17	0.2%
CCCC(C)C(=O)Nc1nc(C)c(-c2csc(Nc3cc(OC)ccc3OC)n2)s1 (centres undefined)	-0.1%	26%	-2.1%	-5%	14	61	-24%	5%	i	24	0.6%
O=C(NCCN1CCCC1)c1ccc2c(c1)N(Cc1ccc(F)cc1)C(=O)c1ccccc1S2=O (centres undefined)	-0.1%	18%	-3.1%	7%	-1.4	58	14%	1%	i	39	0.1%
CCCC[C@@H]1C[C@H]1[C@@H](NC(=O)c1ccco1)c1ccc(C(=O)OC)cc1	.	.	.	0%	0.4	87	.	.	i	19	0.5%
COc1ccc(S(=O)(=O)c2c(O)c3ccc(C(=O)Nc4ccccc4F)cc3[nH]c2=O)cc1	-0.3%	-16%	4.1%	0%	0.8	62	-3%	-3%	i	10	1.3%
CCCc1cc(=O)[nH]c(SCc2cc(C(=O)OC)c(C)o2)n1	0.2%	.	-7.3%	-7%	-0.8	80	-20%	-10%	i	28	-0.3%
CCOC(=O)c1cc(NC(=O)COc2ccc([N+](=O)[O-])cc2)cc(C(=O)OCC)c1	0.0%	11%	-0.3%	-7%	3.5	53	-13%	-10%	i	20	0.0%
C#CC(CO)N(CCN(Cc1ccccc1)C(C#C)CO)Cc1ccccc1 (centres undefined)	0.6%	49%	2.4%	0%	2.5	65	9%	-7%	i	44	-0.5%
CNC(=O)c1ccc(NC(=O)C2CCN(c3ncnc4sc(C)c(C)c34)CC2)cc1	-0.1%	7%	0.6%	-1%	1.9	53	-28%	6%	i	16	-0.7%
CC(NC(=O)c1c(Cl)cnn1C)C1CCCO1 (centres undefined)	0.6%	1%	-1.8%	-8%	0.9	58	6%	-21%	i	27	0.2%
Cc1cc(C(=O)O)cc(S(=O)(=O)N2CCOCC2)c1C	-0.2%	3%	-3.6%	-9%	-0.4	72	18%	0%	i	60	0.4%
Cc1ccc(NC(=O)CN2C(=O)CSC2=O)cc1	1.9%	3%	-2.2%	2%	0.1	33	-10%	-8%	i	61	0.5%
CSc1ccccc1OCc1cc(C(=O)NCCN2CCCc3ccccc32)no1	-0.2%	5%	-0.4%	-7%	0.1	65	-42%	5%	i	30	0.4%
Cn1c(=O)c(C(=O)NCCCc2ccccc2)c(O)c2ccccc21	0.3%	-18%	-1.5%	-4%	5.6	65	4%	-9%	i	42	-0.2%
CN(Cc1ccccc1)C(=O)CSc1nc2cc(C(=O)N3CCC(C(N)=O)CC3)ccc2c(=O)n1-c1ccccc1	-1.5%	2%	3.5%	-4%	-0.3	47	4%	-4%	i	50	1.1%
COc1cc(OC)cc(C(=O)NCCN2CCOCC2)c1	-0.2%	-2%	-5.0%	18%	-2.7	76	38%	-17%	i	41	1.1%
O=C(N/N=C/c1cccn1-c1ccccc1)c1ccncc1	-0.3%	10%	1.1%	-1%	-0.4	41	-19%	-8%	i	26	-0.1%
Cc1cc(S(=O)(=O)N2CCCCC2)ccc1OCC(=O)N1CCOCC1	-0.2%	5%	3.2%	2%	-0.9	34	-29%	-9%	i	8	-0.1%
COCCCNC(NC(=O)c1ccc(Br)cc1)C(Cl)(Cl)Cl (centres undefined)	-0.2%	0%	-1.6%	9%	-0.9	58	0%	3%	i	46	-0.8%
COc1ccc(OCC(=O)NNC(=O)C2CCCO2)cc1 (centres undefined)	-0.2%	-12%	8.8%	-2%	0.2	68	-12%	-4%	i	26	0.1%
Cc1ccc(S(=O)(=O)N2CCOC2CNC(=O)C(=O)NCc2ccco2)cc1 (centres undefined)	0.7%	5%	-0.7%	0%	-0.3	84	24%	16%	i	38	-0.4%
COC(=O)COc1ccc(NC(=O)c2ccco2)cc1	-0.3%	7%	2.9%	-1%	0.4	56	2%	13%	i	20	1.1%
O=C(Nc1cc2c(oc1=O)CCCC2=O)c1cccc(Cl)c1	0.2%	11%	-3.0%	-10%	0.9	75	16%	6%	i	30	-0.1%
O=C(Nc1cccc(S(=O)(=O)N2CCCCC2)c1)c1ccc(S(=O)(=O)C(F)F)cc1	-0.5%	20%	3.7%	-4%	1.3	58	-12%	14%	i	68	-1.7%
COc1cc(C(C)=O)ccc1OCC(O)CN1CCN(c2ccc(C)c(C)c2)CC1 (centres undefined)	-0.3%	14%	-5.6%	-1%	-0.5	56	-23%[20 µM]	-10%	i	50	-1.0%
CCCC(CCC)C(=O)Nc1ccc2c(c1)N(C(=O)CN1CCN(C)CC1)c1ccccc1CC2	-0.3%	4%	0.2%	2%	-0.1	43	12%	1%	i	51	-1.2%
CC(C)(C)NS(=O)(=O)c1ccc(NC(=O)C2CCCCC2)cc1	-0.1%	-19%	-2.8%	9%	0.2	37	-10%[20 µM]	8%	i	25	-1.2%
S=c1nc(COc2ccccc2)[nH]c2ccccc12	0.3%	-4%	4.9%	12%	3.3	100	-37%	-9%	i	34	-0.9%
Nc1nc(Cl)cc(N2CCOCC2)n1	0.4%	22%	0.3%	-6%	-1.2	59	1%	-9%	i	3	0.3%
N#C/C(=C/c1ccco1)c1nc2ccccc2s1	0.2%	8%	-1.1%	-6%	0.0	68	16%	.	i	42	-0.9%
Cc1cc(F)ccc1S(=O)(=O)Nc1ccccc1C(=O)Nc1ncn[nH]1	-0.1%	6%	2.6%	-7%	3.9	52	9%	4%	i	28	-0.2%
COC(=O)c1ccc(COC(=O)CNC(=O)CNC(=O)c2ccc(C)cc2)cc1	-0.2%	0%	-3.8%	-3%	1.4	55	19%	7%	i	10	0.4%
CC1=NCCN1CCNC(=O)Nc1ccc(C(C)(C)C)cc1	0.3%	2%	2.1%	-6%	-0.2	61	-2%	12%	i	11	1.7%
CCn1c(CNC(=O)c2ccco2)nnc1SCC(=O)Nc1cc(C(F)(F)F)ccc1Cl	-0.3%	-5%	-2.7%	-5%	1.1	57	1%	-7%	i	47	0.1%
Cn1c(=O)cc(OCC(=O)N2CCN(c3ccccc3F)CC2)c2ccccc21	0.0%	6%	3.0%	1%	2.0	76	-18%	2%	i	53	-0.5%
CC(=O)c1ccc(N2CCN(C(=O)/C=C/c3ccc(S(=O)(=O)NCc4ccco4)cc3)CC2)cc1	0.0%	12%	-1.7%	4%	2.3	68	13%	4%	i	38	-0.4%
Cc1ccc(N2C(=O)C3CCC(C)(C2=O)C3(C)C)cc1C (centres undefined)	0.5%	-15%	3.7%	4%	-0.5	51	-23%	17%	i	22	0.3%
CC(=O)c1c(C)cc(C)c(CSc2ccccn2)c1C	0.3%	13%	5.9%	4%	-0.4	53	-21%	2%	i	1	-0.3%
CCOc1ccc(-n2nc3c(=O)[nH]nc(C)c3c2C)cc1	-0.3%	8%	9.8%	-10%	-0.4	48	-29%	-1%	i	47	-0.2%
C=CCn1c(N)cc(=O)nc1SCC(=O)N(c1ccccc1)c1ccccc1	-0.2%	11%	-0.9%	4%	-0.7	49	1%	0%	i	4	-0.2%
CC(C)C[C@H](NC(=O)Nc1ccccc1F)C(=O)O	-0.1%	2%	-6.3%	-22%	3.0	47	2%	1%	i	4	0.0%
Cc1ccccc1COCCN1CCN(S(=O)(=O)c2ccccc2)CCC1=O	0.0%	-16%	2.2%	4%	-0.6	58	18%	-9%	i	21	-0.5%
CCOC(=O)c1nnn(-c2nonc2N)c1-c1cccs1	-0.1%	-12%	-3.8%	-10%	1.0	50	50%	9%	i	42	0.0%
COc1ccc(N2CCN(S(=O)(=O)c3cc4c(cc3C)N(C(C)=O)CCO4)CC2)cc1	-0.1%	12%	-2.0%	.	0.2	66	-10%[20 µM]	-20%	i	30	-1.1%
Cc1cccc(N(C)S(=O)(=O)c2ccc3c(c2)CCC(=O)N3)c1	-0.1%	7%	-1.1%	-1%	-1.2	46	5%	22%	i	30	1.9%
CCOc1cc(/C=N/NC(=O)c2ccc(CN3CCOCC3)cc2)ccc1OCc1ccccc1	-0.3%	-4%	6.4%	0%	15	74	14%	-4%	i	38	-0.7%
CCCCCCCC(=O)N/N=C(\C)c1cccnc1	-0.4%	10%	-5.6%	0%	-2.6	87	-7%	20%	i	39	-0.6%
O=C(O)/C(=C\c1ccco1)NC(=O)c1ccco1	-0.2%	-11%	-3.5%	-3%	1.2	41	-37%[20 µM]	-4%	i	62	-0.7%

Further structures
SMILES	GPR55 activation	GPR55 LPI antagonism	KOR beta-arrestin-1	PhoP inhibition	NTR1 agonist	NTR1 agonist cell count 20 µM	KOR beta-arrestin-2	GPR35 arrestin U2OS	T cell modulator	T cell modulator vesicle-bound %	West Nile virus CPE
COc1ccc(C(=O)NC2CC3CCCC(C2)N3CC(C)C)cc1 (centres undefined)	-0.2%	4%	-1.4%	-2%	0.8	54	7%	11%	i	18	-0.4%
Cn1ncc(Oc2ccc([N+](=O)[O-])cc2)c(Cl)c1=O	0.0%	-4%	-0.1%	-7%	-0.1	39	-3%	-9%	i	12	-0.2%
CCOc1ccccc1NC(=O)Cn1nnc(C(=O)NCc2ccco2)c1N	0.4%	-32%	3.3%	7%	0.0	59	-175%	-12%	i	42	.
O=C(CCC(NC(=O)OCc1ccccc1)C(=O)OCc1ccccc1)NCC(=O)OCc1ccccc1 (centres undefined)	?	11%	-0.2%	-5%	24	59	38%	-1%	i	17	0.0%
CCOc1ccc(S(=O)(=O)Nc2ccc(S(=O)(=O)N3CCOCC3)cc2)cc1	0.2%	3%	-1.4%	-5%	-0.6	67	-6%	18%	i	36	0.2%

This is a random part of the collection. Share with any hit: about 0.62%.
